Rpn11 block: Rpn11 (PSMD14) deubiquitinase inhibitors, primary screen, biochemical, fluorescence polarization, uHTS; 26S proteasome non-ATPase regulatory subunit 14 (Homo sapiens), O00487; human 26S proteasome, Ub4-pepOG fluorescence polarization; 20S core pre-blocked with epoxomicin; calls only at 20 µM; 360,000 compounds, 0.59% hits;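 active means inhibition at 20 µM, scaled to each plate's controls, above about 33%, limit read from the data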
DNMT1 block: human DNMT1 methyltransferase inhibitors, primary screen, biochemical, molecular beacon, fluorescence, HinP1I cleavage, uHTS; 360,000 compounds, 0.83% hits; DNA (cytosine-5)-methyltransferase 1 (Homo sapiens), P26358; inhibition (reported as % activation of signal), % at 10 µM; in the data active means inhibition above about 50%
STEP block: STEP phosphatase inhibitors, primary screen, biochemical, fluorescence intensity, uHTS; inhibition, % at 20 µM; recombinant STEP, OMFP fluorogenic substrate; 360,000 compounds, 0.25% hits; AID 588621, 2011;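 active means inhibition at 20 µM, scaled per plate between control wells, above about 37%, limit read from the data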;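 further: 0% = DMSO with enzyme and substrate and 100% = substrate only without enzyme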
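Also added – OMFP at 25 µM · Test system – STEP tyrosine phosphatase · Technique – FITC-channel fluorescence of OMFP product · Schedule – 20 min at room temperature, dark · Evaluation – control-normalized % inhibition with plate pattern correction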
CSN inh: inhibitors of CSN-mediated cullin deneddylation, primary screen, biochemical, fluorescence polarization, uHTS. Purified CSN, SCF-Nedd8-OG deneddylation. COP9 signalosome complex subunit 5 (Homo sapiens), Q92905. inhibition, % at 12.5 µM. 360,000 compounds, 0.38% hits;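 active means pattern-corrected inhibition above about 35%, with an unprinted fluorescence ratio check between 0.5 and 1.5, limit read from the data, passing the limit was not always enough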;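 further: 0% = enzyme with substrate and 100% = substrate without enzyme; some results filed as inactive read as strong as hits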
Target sequence (Q92905 whole entry, looked up, one chain of several): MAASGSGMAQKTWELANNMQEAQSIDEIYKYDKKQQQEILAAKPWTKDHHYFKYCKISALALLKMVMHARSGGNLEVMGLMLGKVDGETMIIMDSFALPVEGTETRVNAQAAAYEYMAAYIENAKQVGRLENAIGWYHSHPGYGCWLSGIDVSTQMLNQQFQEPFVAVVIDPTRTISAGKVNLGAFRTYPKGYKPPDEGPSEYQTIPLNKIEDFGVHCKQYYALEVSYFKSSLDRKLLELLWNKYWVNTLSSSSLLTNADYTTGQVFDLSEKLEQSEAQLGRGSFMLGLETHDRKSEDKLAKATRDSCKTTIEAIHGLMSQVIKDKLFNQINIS
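Test system: Human Csn5 produced in HEK293T cells | Compound: 12.5 µM single point | Times: 90 min, room temperature | Signal: Fluorescence polarization readout | Read-out basis: % inhibition of substrate cleavage by Csn5 | Controls: no-enzyme wells high, enzyme-with-substrate wells low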
LMPTP inh: LMPTP phosphatase inhibitors, primary screen, biochemical, fluorescence intensity, uHTS; Low molecular weight phosphotyrosine protein phosphatase (Homo sapiens), P24666; recombinant LMPTP-A, OMFP fluorogenic substrate; inhibition, % at 20 µM; 360,000 compounds, 0.22% hits; AID 651560, 2012;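 active means compounds that cut the enzyme signal by at least half of the control window in the single-dose screen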;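 further: plate controls were DMSO wells with enzyme plus substrate for no effect and substrate without enzyme for full effect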
Target sequence (P24666 whole entry, looked up): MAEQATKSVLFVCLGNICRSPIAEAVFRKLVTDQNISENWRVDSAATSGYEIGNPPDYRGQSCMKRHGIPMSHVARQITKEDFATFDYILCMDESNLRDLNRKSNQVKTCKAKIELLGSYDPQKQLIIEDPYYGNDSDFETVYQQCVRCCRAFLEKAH
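test system = LMPTP-A | amount = 0.625 nM LMPTP-A final | reagent = fluorogenic phosphatase substrate OMFP at 400 µM final | incubation = 50 min at room temperature | benchmarks = no-enzyme low control, uninhibited high control | medium = Bis-Tris pH 6.0, DTT, detergent | signal = fluorescence intensity of OMFP turnover product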
NadD block: inhibitors of S. aureus NadD, primary screen, biochemical, colorimetric, uHTS | Nicotinate-nucleotide adenylyltransferase NadD (Staphylococcus aureus N315) | purified NadD enzyme, colorimetric absorbance read-out | inhibition, % at 20 µM | 360,000 compounds, 0.78% hits; in the data active means inhibition above about 26%; further: some compounds past the cut are filed as inactive
MLLE-PAM2 inh: inhibitors of PABP1 MLLE–PAM2 peptide binding, primary screen, biochemical, fluorescence polarization, FITC-PAM2, GST-MLLE. Polyadenylate-binding protein 1 (Homo sapiens), P11940. inhibition, % at 20 µM. 360,000 compounds, 0.36% hits; in the data active means inhibition above about 35%, passing the limit was not always enough;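 further: plate controls were DMSO wells with GST-MLLE for no effect and wells lacking GST-MLLE protein for full effect; some results filed as inactive read as strong as hits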
SUMO1-SIM PPI: modulators of SUMO1 protein-protein interactions, primary screen, biochemical, uHTS | Small ubiquitin-related modifier 1 (Homo sapiens), P63165 | SUMO1 binding to a labelled peptide, TR-FRET, 1 h | inhibition, % at 20 µM | 360,000 compounds, 0.33% hits; in the data active means inhibition above about 37%
Target sequence (P63165 whole entry, looked up): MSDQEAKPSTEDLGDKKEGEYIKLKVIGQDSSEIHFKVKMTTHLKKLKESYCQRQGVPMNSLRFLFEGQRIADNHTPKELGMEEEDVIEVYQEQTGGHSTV
Scp1 inh: Scp-1 phosphatase inhibitors, primary screen, biochemical, colorimetric, uHTS; 340,000 compounds, 0.88% hits; Recombinant Scp1, phosphopeptide, malachite green phosphate absorbance; inhibition, % at 20 µM;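 active means inhibition above about 50% at 20 µM, limit read from the data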;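 further: plate controls were DMSO wells with enzyme for no effect and wells lacking enzyme for full effect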
Target sequence (Q9GZU7 76-261 limits assumed): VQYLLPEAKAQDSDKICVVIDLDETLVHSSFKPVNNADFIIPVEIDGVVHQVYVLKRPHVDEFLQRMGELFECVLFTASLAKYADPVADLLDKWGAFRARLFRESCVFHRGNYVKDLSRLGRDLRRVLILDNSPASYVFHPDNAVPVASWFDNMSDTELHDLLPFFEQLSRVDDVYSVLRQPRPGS
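Incubation: 45 min enzyme reaction at room temperature / System: truncated SCP-1 phosphatase (76-261aa) / Reagent: Phospho 17-mer peptide substrate / Buffer or medium: Acidic Tris acetate buffer with magnesium and detergent / Signal: absorbance at 630 nm / Doses: one concentration, 20 µM, with 1.0% DMSO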
TbMetRS inhib: T. brucei MetRS inhibitors, primary screen, biochemical, luminescence; purified T. brucei MetRS, ATP depletion, Kinase-Glo luminescence; inhibition, % at 11.9 µM; 360,000 compounds, 0.4% hits; AID 624268, 2012;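 active means inhibition above a per-plate cutoff of the control wells' mean inhibition plus 3 SD, cut at about 5.5% in these data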;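 further: 0% = DMSO wells median and 100% = median of wells with control inhibitor compound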
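Material – parasite MetRS enzyme · Medium – HEPES-MgCl2-KCl buffer plus DTT, spermine, BSA, pyrophosphatase · Reagent – ATP, methionine and E. coli bulk tRNA substrates · Times – 15 min enzyme-compound preincubation, 2 h reaction, 10 min detection, 25 °C · Measured by – luminescence of leftover ATP · Evaluation – percent inhibition relative to median high and low control wells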
* = called active by the depositor; i = inactive; · = no result given; + = active, no number.

SMILES	Rpn11 block	DNMT1 block	STEP block	CSN inh	LMPTP inh	NadD block	MLLE-PAM2 inh	SUMO1-SIM PPI	Scp1 inh	TbMetRS inhib
CC(=O)c1cccc(NC(=O)c2nc(-c3ccccc3)oc2C)c1	i	-4	0	-2	0.1	-6	-3	1	-14	-0.5
COc1ccc(/C=N/Nc2nc(N3CCCC3)nc(N3CCCC3)n2)cc1O	i	-1	3	-2	-1.4	-3	-17	-4	-3	1.1
CCOC(=O)c1cc(C(=O)Nc2ccc(C)c(F)c2)nn1C	i	-4	1	-3	-2.3	-11	9	-1	-11	0.2
Cc1cc(Cl)ccc1NC(=S)NCc1cccs1	i	4	-2	0	-1.8	6	-10	4	2	-1.0
CC1(C2CC2)NC(=O)N(CC(=O)Nc2cc(S(=O)(=O)N3CCCCC3)ccc2Cl)C1=O (centres undefined)	i	0	-2	3	-0.5	1	8	0	-5	-0.3
O=C(C=Cc1ccco1)N1CCOCC1	i	0	-3	3	-1.5	-2	-1	-7	1	-0.3
COc1ccc(CCNC(=O)COC(=O)Cc2ccccc2[N+](=O)[O-])cc1	i	-2	0	3	1.1	-4	4	-17	-10	-0.3
COc1ccc(CCNS(=O)(=O)CC23CCC(CC2=O)C3(C)C)cc1OC (centres undefined)	i	0	0	-7	-0.4	-6	-6	2	-3	0.1
CCc1nc(SCc2cc(=O)[nH]c3ccccc23)c2c(C)c(C)sc2n1	i	30	2	3	2.8	12	-5	-4	9	-0.5
CC(=O)NS(=O)(=O)c1ccc(N2C(=O)CC(Sc3nccc(C)n3)C2=O)cc1 (centres undefined)	i	-1	0	-4	-0.5	3	26	4	-2	0.3
CCOc1cc(N2CCOCC2)c(OCC)cc1NC(=S)NCCCOC	i	-3	-2	-5	-0.2	3	-4	-3	0	-0.5
COc1cccc(OCc2nnc(SCC(=O)OCc3ccccc3)o2)c1	i	-3	1	-6	-2.4	-8	34	3	-11	-1.0
O=C(CCN1C(=O)C2C3CCC(C3)C2C1=O)Nc1ccc(Cl)cc1Cl (centres undefined)	i	0	1	0	0.8	-7	3	3	-3	-0.2
Cc1ccc(NS(=O)(=O)c2ccc(Cl)c(C(=O)O)c2)cc1S(=O)(=O)N1CCOCC1	i	7	22	-6	0.3	-1	5	8	6	-0.9
COc1ccc(-c2cnn3c(N)c(S(=O)(=O)c4ccccc4)cnc23)cc1	i	-10	1	-1	2.2	7	-11	6	-11	1.0
O=C(Oc1c(Cl)cc(Cl)c2cccnc12)c1cccc([N+](=O)[O-])c1	+	3	2	-4	0.1	8	3	-16	-12	0.3
CC(C)(C)OC(=O)NCc1ccc(NC(=O)c2nc[nH]c2C(=O)N[C@@H](Cc2ccccc2)C(=O)OCc2ccccc2)cc1	i	-22	-2	-5	5.2	18	-7	5	-12	-0.1
Nc1nc(NCC(=O)O)nc(N2CCCCCC2)c1[N+](=O)[O-]	i	2	-2	0	-0.3	-5	-10	2	6	-1.2
CCCC(O)(CCN1CCOCC1)c1ccc(Br)cc1 (centres undefined)	i	0	1	1	-0.7	2	10	0	-9	-0.7
COc1ccc(C(=O)Nc2ccccc2C(=O)NC(Cc2ccc(O)cc2)C(=O)NNC(=O)c2ccccc2)cc1 (centres undefined)	i	-8	-2	-3	0.3	-1	15	-2	-7	-1.1

Next part (three carried over from the part before).
SMILES	Rpn11 block	DNMT1 block	STEP block	CSN inh	LMPTP inh	NadD block	MLLE-PAM2 inh	SUMO1-SIM PPI	Scp1 inh	TbMetRS inhib
Nc1nc(NCC(=O)O)nc(N2CCCCCC2)c1[N+](=O)[O-]	i	2	-2	0	-0.3	-5	-10	2	6	-1.2
CCCC(O)(CCN1CCOCC1)c1ccc(Br)cc1 (centres undefined)	i	0	1	1	-0.7	2	10	0	-9	-0.7
COc1ccc(C(=O)Nc2ccccc2C(=O)NC(Cc2ccc(O)cc2)C(=O)NNC(=O)c2ccccc2)cc1 (centres undefined)	i	-8	-2	-3	0.3	-1	15	-2	-7	-1.1
CC(C)[C@H](NC(=O)N1CC(=O)Nc2ccccc21)C(=O)N[C@@H](Cc1ccccc1)C(=O)O	i	1	3	-2	-1.6	-4	-4	3	1	0.8
S=c1[nH]nc(-c2cccnc2)n1/N=C/C=C/c1ccco1	i	44	2	11	-1.0	6	-15	21	5	-0.4
O=C1CS/C(=N/N=C/c2ccccc2)N1c1ccc(O)cc1	i	0	-3	2	1.2	-2	10	3	-21	-0.3
O=C(NCc1ccco1)NC1CCCCC1	i	0	-2	2	-0.4	2	12	3	-6	-1.0
CC(=O)c1c(C)n(-c2ccc(Br)cc2)c2ccc(O)cc12	i	6	-2	3	-0.4	2	4	1	0	-0.2
Cc1ccc(C(=O)COC(=O)c2ccncc2)cc1[N+](=O)[O-]	i	-3	0	0	-1.0	2	12	-6	1	0.7
N#CC1=C(N)SC(N)=C(C#N)C1Cc1ccccc1	·	-16	-17	51	-0.8	4	-45	3	-11	0.0
O=C(O)C1CCCCN1C(=O)c1cc2c(s1)CCCCC2 (centres undefined)	i	3	-2	-1	-0.5	0	-11	4	-3	-0.3
CCN(Cc1nc2ccccc2c(=O)[nH]1)C(=O)C1CC(=O)N(c2cccc3ccccc23)C1 (centres undefined)	i	2	-1	5	-1.0	-1	-11	-4	-3	-0.2
COc1nc(NCc2ccc(Cl)cc2)nc(OC)n1	i	-1	0	3	3.8	-4	-7	-1	-2	-0.6
O=c1cc(CSc2ccccc2)nc(-c2ccncc2)[nH]1	i	3	4	-14	0.7	4	-12	1	8	-1.7
CCCCCCCCN1C(=O)[C@H](CC(=O)NCCC(C)C)C[C@@]2(C(=O)OC)CCCCC=C12	·	·	·	-4	2.5	19	·	2	·	-0.3
CCOC(=O)CSc1ncc(-c2ccccc2)cn1	i	4	-1	2	-1.2	-3	3	-2	-2	-0.8
CC1C2CC(CC1(C)C)N(C(=O)Nc1ccc3nccnc3c1)C2 (centres undefined)	i	-4	-3	-4	-0.4	2	-15	-8	3	0.0
Cc1cc(=O)n2c3ccccc3n(CC(O)CN3CCCCC3)c2c1C#N (centres undefined)	i	11	1	4	1.2	-1	0	-1	-5	-1.1
CCCCCc1cc(=O)oc2c(C(CCN(CC)CC)c3ccc(OC)cc3)c(OC)cc(OC)c12 (centres undefined)	i	8	0	1	2.0	-3	15	-28	3	-0.1
C=CCNC(=S)NNC(=O)c1cc(C)nc2ccccc12	i	2	-1	0	-1.3	-1	-6	0	-5	-0.6
c1ccc(CSc2ccc(-c3cccs3)nn2)cc1	i	1	-1	-2	0.9	3	-1	-3	-8	-0.1
COCCNc1nc(NCc2cccc(OC)c2)c2sccc2n1	i	0	0	7	44	-9	-5	-3	·	0.1
CC1CCN(C(=O)c2cc(-c3ccccc3O)on2)CC1	i	9	-3	-1	0.4	-9	-13	-3	53*	-0.6
O=C(NCCc1ccc(Cl)cc1)c1cc2ccccn2n1	i	2	5	1	-0.3	5	-1	-4	-10	0.0
Cc1ccc(Sc2ccc(/C=C3/C(=O)NN(c4ccccc4)C3=O)o2)cc1	i	65*	8	11	4.3	12	9	-22	3	-0.9
CCCCn1c(SCC(=O)NCc2ccco2)nc2c(sc3ccccc32)c1=O	i	36	2	6	0.6	14	-14	-2	0	-0.6
COc1cc(SC)ccc1C(=O)Nc1ncc(Cl)cc1Cl	i	2	0	5	1.5	0	17	-3	-7	-0.4
CC(=O)Nc1ccc(S(=O)(=O)N(C)CC(=O)Nc2nc3ccccc3[nH]2)cc1	i	0	2	-9	0.0	1	2	-2	-5	0.0
COc1cccc(OC)c1OCC(C)CNCC1CCCO1 (centres undefined)	i	1	-3	2	-1.5	1	-6	1	-6	-0.8
CCOC(=O)c1[nH]c2ccc(C)cc2c1NC(=O)CN1CCCCC1	i	2	0	-6	-0.6	4	-8	-9	37	-1.7
CC(=O)Oc1ccc(C2OC(=O)c3ccccc3N2C(C)=O)cc1 (centres undefined)	i	3	-3	2	-1.7	-5	-4	0	-13	-0.5
COc1ccc(OC)c(NC(=O)/C=C/c2ccc(S(=O)(=O)N3CCOCC3)cc2)c1	i	1	-3	-3	1.1	3	-5	-21	-10	-0.5
Fc1ccc(-c2csc3ncnc(Nc4ccc(N5CCOCC5)cc4)c23)cc1	i	-16	1	-7	1.8	2	-9	6	6	-2.2
O=C(NC1CCCC1)C(c1ccsc1)N(C(=O)Cc1cccs1)c1cccc(F)c1 (centres undefined)	i	26	2	0	-1.5	5	0	0	-4	0.2
Cc1cccc(-n2nc([N+](=O)[O-])c(N3CCN(C(=O)c4ccco4)CC3)[n+]2[O-])c1	i	-4	2	4	-1.5	-2	-1	-21	-7	2.5
Cc1nnsc1-c1nnc(SCC(=O)c2ccccc2)n1C1CC1	i	1	2	-2	-1.1	-4	5	0	1	-0.7
COc1ccc(-c2coc3c(C(=O)Nc4cccnc4)cccc23)c(C)c1	i	-9	4	6	2.2	0	-14	10	·	-0.6
CCc1nn2c(N3CCOCC3)cc(C)nc2c1-c1ccccc1	i	1	-1	1	-0.7	-5	8	6	4	0.0
CC1CC(C)CN(C(=O)CCc2ccccc2)C1 (centres undefined)	i	-2	0	-11	-0.7	-3	1	1	-3	0.3
CC(=O)/C(=N/Nc1ccccc1)Sc1nnc(C(O)c2ccccc2)n1-c1ccccc1 (centres undefined)	i	-2	-2	-4	0.3	2	-21	-5	-4	0.1
COc1ccc(OCC(O)CNS(=O)(=O)c2ccc(NC(C)=O)cc2)cc1 (centres undefined)	i	1	-2	-1	0.3	-1	9	1	-2	0.0

Compound activity as filed in PubChem.
